GPR35 arrestin U2OS: GPR35 antagonists blocking zaprinast-driven arrestin recruitment, primary screen, imaging, U2OS, beta-arrestin-GFP, zaprinast agonist (AID 2058); U2OS GPR35 beta-arrestin-GFP translocation imaging, zaprinast antagonism; higher % means a stronger effect; 290,000 tested, 0.052% active; inhibition, % at 10 µM, or IC50 in µM where a hit was titrated;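 active means inhibition of at least 50% with at least 30 cells and total cytoplasm GFP at most 10,000,000; inconclusive means under 30 cells or total GFP of 10,000,000 plus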
UTI89 phage lysis: protection from phage-mediated lysis, alamar blue read-out – E. coli UTI89, K1F phage, bacterial capsule biogenesis inhibitors (AID 488966); E. coli UTI89 K1F phage lysis, alamar blue, 2 h; higher % means a stronger effect; inhibition, % at 100 µM; hits with a dose series show IC50 in µM; 340,000 tested, 0.02% active;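 active means phage lysis inhibition, versus mean bacterial control, above a set limit; inconclusive means no clear call, values can overlap the other calls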;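 further: capsule biogenesis inhibitors block K1F phage lysis so surviving cells raise fluorescence; higher fluorescence means more inhibition of phage lysis; actives were called in the ten point dose series up to 300 µM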
GPR55 antagonists: inhibition of LPI-stimulated GPR55 beta-arrestin translocation – imaging, U2OS, beta-arrestin-GFP, LPI agonist, primary screen (AID 2013). inhibition, % at 10 µM, or IC50 in µM where a hit was titrated. U2OS GPR55 beta-arrestin-GFP translocation imaging, LPI antagonism; higher % means a stronger effect. 290,000 tested, 0.13% active;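 active means spots per cell inhibited over 60%, with over 100 cells counted and total cytoplasm intensity under 500,000; inconclusive means wells with under 100 cells, flagged as likely toxic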;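 further: U2OS cells stably carrying GPR55 and arrestin-GFP stimulated by 5 µM LPI near EC80; imaged beta-arrestin-GFP aggregate spots per cell after agonist stimulation; plate controls were LPI-stimulated DMSO wells for no effect and DMSO wells without LPI for full effect; some results filed as inactive read as strong as hits; confirmed hits need IC50 under 10 µM and bright autofluorescent wells are also inconclusive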
SV40 large T antigen: TAg ATPase/helicase activity blockers – biochemical (AID 1903) | SV40 large T antigen ATPase/helicase inhibition assay; higher % means a stronger effect | inhibition, % at 20 µM, or IC50 in µM where a hit was titrated | 310,000 tested, 0.39% active; in the data active means a potency from the dose series; inconclusive means inhibition mostly from about 32% at the one dose, without a potency; inactive means the rest, 99 in 100 with inhibition below about 32%; further: strong numbers were not always called active
PhoP inhibition: PhoP-dependent GFP reporter repression – Salmonella Typhimurium, primary screen (AID 1863). S. Typhimurium PhoP-regulated promoter GFP reporter, 4 h; higher % means a stronger effect. inhibition, % at 50 µM; hits with a dose series show IC50 in µM. 300,000 tested, 0.16% active;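 active means inhibition over 29.93%, a cutoff 3 SD above the screen mean, later confirmed by dose response; inconclusive means inhibition over 29.93% but no dose response follow-up; inactive means inhibition at most 29.93% or unconfirmed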;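 further: 0% = low Mg2+ inducing control and 100% = high Mg2+ repressing control; strong numbers were not always called active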
MgcRacGAP inhibition: MgcRacGAP GTPase-activating activity inhibitors, confirmation, biochemical, ADP Hunter fluorescence; MgcRacGAP-stimulated Rac1 GTP hydrolysis, ADP Hunter fluorescence; higher % means a stronger effect; GST-tagged Rac1 F28L mutant substrate; one-dose inhibition, % at 30 µM; IC50 in µM for titrated hits; 340,000 tested, 0.6% active;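 active means first-screen hits whose inhibition reached a set limit at any dose in the follow-up dose series; inconclusive means inhibition above the set first-screen limit but never retested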;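 further: fluorescence reports GDP produced by GAP-driven GTP hydrolysis; strong numbers were not always called active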
HIV peptide binding: inhibitors of HIV fusion peptide binding, primary screen, biochemical, uHTS, fluorescence dequenching (AID 1986); cell-free peptide binding, fluorescence dequenching, 30 min; higher % means a stronger effect; inhibition, % at 20 µM; hits with a dose series show IC50 in µM; 290,000 tested, 0.3% active; in the data active means inhibition mostly above about 52%, no sharp cut-off; inactive means mostly below about 76%; further: some results filed as inactive read as strong as hits
RSV CPE inhibition: inhibition of RSV-induced cytopathic effect – HEp-2 cells, primary 10 µM value included (AID 2391). HEp-2 cells, RSV-induced CPE inhibition; higher % means a stronger effect. one-dose CPE inhibition, % at 10 µM; IC50 in µM for titrated hits. 310,000 tested, 0.13% active; in the data active means a potency from the dose series; inconclusive means CPE inhibition mostly from about 23% at the one dose, without a potency; inactive means the rest, 99 in 100 with CPE inhibition below about 21%; further: strong numbers were not always called active
NS5 inhibitors: Dengue-2 NS5 methyltransferase inhibitors, primary screen, biochemical, confirmation dose response (AID 588689); Dengue-2 NS5 methyltransferase capping enzyme assay, biochemical; higher % means a stronger effect; 340,000 tested, 0.3% active; inhibition, % at 25 µM, or IC50 in µM where a hit was titrated; in the data active means a potency from the dose series; inconclusive means inhibition above about 29% without an active follow-up result
NS5 inhibitors pilot replicate: recorded beside NS5 inhibitors, whose call it bears; inhibition, %; measured here: pilot screen replicate inhibition
Numbers without * were called inactive; i = inactive; ? = inconclusive; / = no result given; [ ] = another dose, or the depositor's remark.

SMILES	GPR35 arrestin U2OS	UTI89 phage lysis	GPR55 antagonists	SV40 large T antigen	PhoP inhibition	MgcRacGAP inhibition	HIV peptide binding	RSV CPE inhibition	NS5 inhibitors	others
Cc1ccc(N2C(=O)N3[C@H]4c5ccccc5OC[C@@H]4[C@@H](c4ccccc4)[C@@]3(C)C2=O)cc1	4%	1.4%	2%	21%	-13%	6%	0.1%	0.6%	-8%
O=C(Nc1nnc(-c2cccs2)o1)C1CC1	-6%	-0.5%	-4%	13%	-2%	0%	0.5%	0.2%	0%
O=C(O)c1cc(-n2[nH]c(=O)c3ccccc3c2=O)ccc1Cl	1%	0.8%	-6%	6%	6%	-4%	1.8%	3.0%	-2%
CC1CCN(Cc2c(C(=O)N/N=C/c3cc(Cl)ccc3O)nnn2-c2nonc2N)CC1	-5%	-0.7%	6%	4%	6%	8%	-0.7%	4.2%	-5%
COc1cccc2cc(C(=O)N3CCCCCCC3)c(=O)oc12	31%	1.0%	15%	-2%	6%	4%	-1.7%	1.1%	0%
CCSCc1nnc(SCC(=O)Nc2nc3ccccc3s2)n1C	4%	0.5%	5%	12%	1%	10%	-1.4%	3.4%	-5%
COc1ccc(CCN(Cc2cccs2)S(=O)(=O)c2ccc(-n3cnnn3)c(OC)c2)cc1OC	1%	-2.1%	-4%	1%	-10%	-1%	-3.1%	0.4%	8%
O=C(NNC(=O)c1ccc(-c2ccccc2)cc1)Nc1ccccc1F	-7%	0.9%[50 µM]	0%	11%	1%	5%	3.8%	0.8%	-2%
Cc1ccc2nc(-c3ccccc3C)oc(=O)c2c1	9%	0.4%	11%	9%	-4%	9%	1.2%	1.1%	4%	NS5 inhibitors pilot replicate=1.8
O=S(=O)(/N=C/c1c(O)ccc2ccccc12)c1cccs1	-3%	/	-14%	2%	9%	/	0.7%	1.8%	/
CCN(C(=O)c1cnc(OC)cc1C(F)(F)F)c1ccc(Cl)cc1Cl	0%	-0.8%	7%	7%	-7%	-2%	-1.0%	3.6%	6%
CC(=O)Nc1cccc(NC(=O)CSc2nnc(Cc3cccn3C)n2-c2ccc(C)cc2)c1	8%	-3.1%	20%	7%	6%	1%	-0.4%	1.2%	-8%
COc1ccccc1C1=NOC(Cn2c(NCCCO)nc3c2c(=O)n(C)c(=O)n3C)C1 (configuration not stated)	-9%	-2.6%	-6%	15%	-4%	6%	0.0%	0.2%	7%
COc1ccc(N2C(=O)CC(N3CCN(S(=O)(=O)c4c(C)cc(C)cc4C)CC3)C2=O)cc1 (configuration not stated)	/	-0.1%[50 µM]	/	/	/	6%	/	0.8%	1%
CCOC(=O)CN(c1ccccn1)S(=O)(=O)c1ccccc1	10%	0.7%	7%	16%	-3%	7%	-0.1%	2.4%	-4%
Cn1c(NCCO)nc2c(c1=O)C1(CCCCC1)Cc1ccccc1-2	17%	-0.4%	2%	4%	-1%	9%	5.1%	9.8%	-1%
COC(=O)CN(c1ccc(OC)cc1)S(=O)(=O)c1c(C)noc1C	8%	0.3%	19%	-1%	-3%	10%	4.2%	1.3%	7%
Cc1csc(Nc2cccc3ccccc23)n1	1%	0.1%	4%	12%	-4%	2%	-1.1%	3.6%	2%
Clc1ccc(-c2cc3ccccc3nc2N2CCOCC2)cc1	-2%	/	15%	2%	4%	/	0.3%	5.9%	/
CC(=O)N1CC[n+]2c(-c3ccc([N+](=O)[O-])cc3)csc21	-7%	-1.6%	6%	70%	-15%	13%	-0.6%	/	-5%
COc1ccc(C2=NOC(C(=O)N3CCOCC3)C2)cc1OC (configuration not stated)	1%	1.6%	-10%	9%	0%	1%	-2.8%	-1.2%	-7%
Cc1cc2c(=O)oc(-c3ccc(F)cc3)nc2s1	2%	0.3%	14%	7%	-8%	8%	-0.7%	0.9%	-4%
CCOC(=O)c1c(-c2ccc(C)o2)csc1NC(=O)CN1CCN(CC)CC1	-3%	0.1%	14%	15%	7%	21%	0.3%	-1.6%	-26%
CN(C)N1C(N)=C(C#N)C(c2ccsc2)C2=C1CCCC2=O (configuration not stated)	-1%	2.6%[50 µM]	12%	22%	3%	8%	13%	1.9%	-4%
C[C@@H](CSc1ccccc1)CN1CC[C@H](C(C)(C)C)CCC1=O	0%	0.7%	-2%	11%	/	14%	-0.2%	-2.0%	-15%
CC(C)CCN(C(=O)CNC(=O)c1ccco1)C(C(=O)NC1CCCCC1)c1ccco1 (configuration not stated)	9%	0.8%	-1%	8%	-1%	0%	2.0%	-1.5%	-7%
CCN(CC)CCN1C(=O)C(=O)/C(=C(/O)c2c(C)[nH]c(C(=O)OC)c2C)C1c1ccccc1 (configuration not stated)	-8%	0.5%	4%	0%	0%	-2%	0.3%	-0.2%	-7%
COc1ccccc1C(=O)NCC(=O)OCC(=O)N(CC(C)C)c1c(N)n(Cc2ccccc2)c(=O)[nH]c1=O	/	0.7%[50 µM]	/	7%	-1%	4%	/	-0.1%	-5%
COc1ccc(-c2nc(C(=O)NCCCN3CCOCC3)cc3c2[nH]c2ccccc23)cc1OC	6%	1.1%	-21%	/	/	31%	-1.9%	2.0%	-1%
Cc1ccc(-c2nn(-c3ccccc3)cc2CC(=S)N2CCOCC2)cc1	8%	0.1%	2%	7%	-23%	10%	0.7%	3.8%	-6%
COc1cccc(CN2CCN(C(=O)c3cccc4ccccc34)CC2)c1	4%	0.3%	-11%	4%	2%	27%	1.7%	3.6%	-3%
CC(=O)Nc1ccc(S(=O)(=O)NCc2ccc(C)cc2)cc1	0%	-0.5%	1%	-1%	21%	1%	-1.8%	6.8%	-4%
CN(CC(=O)N1CCN(c2cccc(Cl)c2)CC1)S(=O)(=O)c1cccs1	9%	0.2%	8%	7%	9%	-4%	-0.3%	1.4%	-3%
Nc1cc(=O)[nH]c(SCc2csc(-c3ccccc3)n2)n1	-13%	i	13%	5%	0%	7%	-0.1%	5.6%	-2%
Cc1ccc(S(=O)(=O)N2CCC(C(=O)Nc3ccccc3N3CCCC3)CC2)cc1C	/	1.2%[50 µM]	/	1%	-4%	8%	/	9.5%	-1%
COc1cc(S(=O)(=O)N2CCCCC2)c(OC)cc1Br	-3%	0.3%	-3%	2%	-3%	9%	0.8%	12%	-12%
O=C(Nc1ccccc1N1CCCCC1)c1ccc(-c2cccc(Cl)c2)o1	-8%	2.0%[50 µM]	7%	16%	9%	7%	15%	9.5%	-3%
C=CCSC1=NC(=O)/C(=C/c2cccs2)S1	-8%	0.5%	24%	41µM*	-14%	30µM*	8.8%	1.9%	27%
CCOCCOC(=O)C1=C(C)N(C)C(=O)NC1c1ccccc1Cl (configuration not stated)	-1%	0.5%	9%	9%	-8%	12%	4.0%	-0.1%	-4%
Cc1noc(C)c1CSCC(=O)Oc1ccc(N(C)S(=O)(=O)c2ccc(Cl)cc2)cc1	/	0.3%[50 µM]	/	11%	-8%	10%	/	-1.2%	-1%
Cc1ccc(C(=O)OCC(=O)NCCC2=CCCCC2)cc1N	-11%	0.2%	11%	6%	4%	1%	-2.7%	0.0%	-2%
CCCC(C(=O)NC(C)(C)C)N(Cc1ccc(F)cc1)C(=O)c1snc(C(N)=O)c1N (configuration not stated)	-8%	-0.9%	-10%	6%	2%	15%	-1.1%	-0.1%	-3%
Cn1c(=O)cc(SCC(=O)N2CCCC2)c2cc(Cl)ccc21	-4%	-0.1%	-4%	3%	-7%	17%	0.9%	-0.1%	-10%	NS5 inhibitors pilot replicate=1.5
O=C(O)C12CC3CC(C1)CC(n1ncc(NCc4ccccc4)c(Cl)c1=O)(C3)C2	0%	-0.3%	5%	9%	-3%	3%	2.1%	1.3%	-1%
Cc1cc(O)c(N=Cc2cc3c(cc2[N+](=O)[O-])OCO3)cc1C	/	-0.4%	/	14%	/	27%	/	-0.3%	-2%
CCCc1nnc(NS(=O)(=O)c2ccc(OC)cc2)s1	12%	-2.5%	-2%	0%	-1%	4%	2.3%	-1.1%	9%
CCN(C(=O)COC(=O)CSc1ccccc1)c1c(N)n(Cc2ccccc2)c(=O)[nH]c1=O	/	0.6%[50 µM]	/	9%	2%	13%	/	-1.6%	1%
O=C(O)CN1C(=O)/C(=C\C(Br)=C\c2ccccc2)SC1=S	-5%	0.4%	13%	53µM*	-11%	?	63%*	0.1%	46%
COc1cc(/C=C/C(=O)Nc2cccnc2)cc(OC)c1OC	5%	-0.1%	-1%	1%	5%	10%	-0.8%	1.8%	0%	NS5 inhibitors pilot replicate=1.8
CCCN(C(=O)CSc1nnc2ccccn12)C1CCS(=O)(=O)C1 (configuration not stated)	/	0.7%[50 µM]	/	/	/	3%	/	1.3%	10%
O=[N+]([O-])c1cc(Cl)c(Cl)c(Cl)c1Cl	/	-1.1%	/	/	/	4%	/	1.3%	-6%
CCC12CN(C(=O)c3ccc(OC)cc3)CC(CC)(CN(C(=O)c3ccc(OC)cc3)C1)C2=O	2%	2.6%	10%	11%	-11%	-1%	0.3%	2.8%	1%
CCN(CC)S(=O)(=O)c1ccc2c(c1)nc(SC(C)C(=O)NCC1CCCO1)n2CC (configuration not stated)	6%	1.3%[50 µM]	14%	7%	4%	8%	-0.1%	1.5%	-3%
Cc1cc2ccccc2cc1CN1CCCCC1	-3%	-1.6%	9%	6%	-2%	1%	-1.5%	0.8%	-3%
CN1CCN(CCc2nc3cc(NC(=O)COc4ccc([N+](=O)[O-])cc4)ccc3n2C)CC1	-5%	0.1%	3%	17%	-6%	16%	1.0%	-0.8%	-6%
COc1ccc(-n2c(SCc3cccnc3)nc3c(c2=O)SCC3)cc1OC	-18%	0.4%	-8%	3%	-5%	8%	-1.3%	/	7%
Cc1[nH]c2ccccc2c1CCN(Cc1cccnc1)C(=S)Nc1cccc(F)c1	-11%	0.5%	11%	26%	-2%	5%	-2.3%	0.7%	-1%
COc1ccnc(N2CCN(c3ccccc3)CC2)c1C#N	2%	0.4%	14%	10%	5%	9%	-2.4%	5.2%	1%
Cc1c(C(=O)O)c(-c2ccccc2)nn1-c1ccccc1	-8%	0.7%	-5%	14%	0%	6%	1.8%	0.5%	-1%
Cc1ccc(CNc2ccc(O)cc2)cc1	17%	0.0%	6%	31%	9%	29%	13%	/	92µM*

Screens (PubChem)
